Assay outcomes from PubChem BioAssay.
Lipid droplet: modulators of hepatic lipid droplet formation; AML12 mouse hepatocytes, oleate lipid droplets, BODIPY imaging; inhibition, % at 6.5 µM; hit rate 0.4% among 240,000; AID 1656;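 active = lipid droplet intensity inhibited by at least 50%, with more than 500 cells counted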
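Assay system: AML12 hepatocytes (mouse) / Also added: 100 µM oleic acid challenge / Times: overnight treatment with compound plus oleate / Detection: high-content imaging of BODIPY-stained droplets and DAPI nuclei / Evaluation: % inhibition of lipid droplet signal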
ER stress rescue: protection against thapsigargin-triggered cell killing – 384-well, CSM14.1, ATP luminescence, primary screen (AID 1222); CSM14.1 thapsigargin-induced death rescue, ATP luminescence; higher % means a stronger effect; one-dose cellular ATP content (survival), % at 20 µM; EC50 in µM for titrated hits; 190,000 tested, under 10 active;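 active = EC50 below 50 µM in the dose-response confirmation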;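 note: death triggered by thapsigargin at about 15 µM added after 2 h compound pretreatment; cell ATP read after overnight thapsigargin exposure of roughly 18 to 22 hours; normalized against plate controls of thapsigargin alone and 5% DMSO vehicle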
AID2073: inhibitors of Mint1-CaV2.2 protein interaction, biochemical, HTRF (AID 2073); HTRF protein-protein interaction, Mint1-CaV2.2; higher % means a stronger effect; one-dose inhibition, % at 20 µM; IC50 in µM for titrated hits; hit rate 0.19% among 290,000; in the data active = inhibition mostly above about 51%, no sharp cut-off; note: some results filed as inactive read as strong as hits
XIAP antagonists: XIAP antagonists, biochemical, IAP family, fluorescence polarization (AID 1018); hit rate 0.007% among 200,000; displacement, % at 20 µM; hits with a dose series show IC50 in µM; XIAP BIR domain, fluorescence polarization peptide displacement; higher % means a stronger effect; in the data active = displacement above about 50%; note: a part of the inactive calls stands beside numbers as strong as those of hits
SIAH1 antagonists: Siah-1 peptide-binding antagonists, primary screen, biochemical, fluorescence polarization, rhodamine-plectin, uHTS (AID 1817); displacement, % at 20 µM; hits with a dose series show IC50 in µM; hit rate 0.02% among 290,000; Siah-1 / rhodamine-plectin peptide fluorescence polarization; higher % means a stronger effect;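 active = displacement of at least 50% at 20 µM, with a fluorescence ratio check between 0.3 and a set limit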;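 note: plate controls were Siah plus tracer with DMSO for no effect and tracer alone without Siah for full effect; strong numbers were not always called active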
NOD2 inhibition: NOD2 signaling inhibitors, cell-based, luminescence, uHTS, HEK293 (AID 1566); HEK293 NOD2/NF-kB luciferase reporter, luminescence; higher % means a stronger effect; one-dose inhibition, % at 4 µM; EC50 in µM for titrated hits; hit rate 0.63% among 290,000; note: many of its hits are not listed in these tables
P. falciparum M17LAP: P. falciparum M17LAP inhibitors, primary screen, biochemical, fluorogenic H-Leu-NHMec substrate, 1536-well (AID 1619) | recombinant M17LAP, H-Leu-NHMec fluorogenic kinetic assay; higher % means a stronger effect | hit rate 0.38% among 220,000 | inhibition, % at 30 µM; hits with a dose series show IC50 in µM;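 active = compound inhibiting the enzyme by more than half at any dose during confirmatory dose-response retesting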;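 note: plate controls were full reaction with DMSO carrier for no effect and no enzyme background for full effect; strong numbers were not always called active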
M1AAP inhibition: P. falciparum M1AAP inhibitors, biochemical, fluorogenic H-Leu-NHMec substrate, 1536-well (AID 1445) | hit rate 0.42% among 220,000 | recombinant M1AAP, H-Leu-NHMec fluorogenic kinetic assay; higher % means a stronger effect | inhibition, % at 30 µM, or IC50 in µM where a hit was titrated;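 active = primary inhibition above the hit cutoff, then over 50% inhibition at one or more dose response concentrations, cut at about 23% in these data, passing the limit was not always enough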;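 note: plate controls were DMSO full reaction for no effect and no enzyme background for full effect; strong numbers were not always called active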
LYP inhibition: inhibitors of LYP phosphatase, biochemical, fluorescence intensity, uHTS (AID 1779) | hit rate 0.054% among 290,000 | recombinant LYP phosphatase, fluorescence intensity; higher % means a stronger effect | one-dose inhibition, % at 11.5 µM; IC50 in µM for titrated hits;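 note: plate controls were vehicle with enzyme for no effect and no enzyme for full effect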
Lipid droplet cells 6.5 µM: second read-out of Lipid droplet, no call of its own (marks repeat the call); cell count; measured here: cell count, cytotoxicity flag;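 cells counted across two imaged fields per well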
* = called active by the depositor. Cut-off read from the data, not from the text of the source, unless noted: active = inhibition above about 50%; inactive = the rest.

How did O=C1CCc2cc(S(=O)(=O)N3CCC(C(=O)NCc4ccccc4Cl)CC3)ccc2N1 do in these assays?
ER stress rescue: -0.7%; AID2073: 1%; XIAP antagonists: -7.5%; SIAH1 antagonists: 3%; NOD2 inhibition: 8%; P. falciparum M17LAP: 3%; M1AAP inhibition: 8%; LYP inhibition: -8%

What do the screens show for `Cc1cnc(C(=O)OCC(=O)N2c3ccccc3NC(=O)C2(C)C)cn1`?
ER stress rescue: 0.7%; AID2073: 21%; XIAP antagonists: -4.7%; SIAH1 antagonists: -3%; NOD2 inhibition: -6%; P. falciparum M17LAP: -7%; M1AAP inhibition: -2%; LYP inhibition: -4%

How did COc1cccc(NC(=O)CSc2ccc3nnc(-c4cccnc4)n3n2)c1 do in these assays?
Lipid droplet: -2; AID2073: 9%; SIAH1 antagonists: 0%; NOD2 inhibition: 7%; LYP inhibition: -8%; Lipid droplet cells 6.5 µM: 868

Results for Cc1cccc(C)c1NC(=O)C1CCCN1C(=O)Nc1cccc(F)c1 (stereo unspecified) ?
Lipid droplet: -1; AID2073: 15%; SIAH1 antagonists: -5%; NOD2 inhibition: 8%; LYP inhibition: -3%; Lipid droplet cells 6.5 µM: 828

Results for COC(=O)c1sc2nc(SCc3ccccc3C)n(N)c(=O)c2c1C ?
Lipid droplet: 6; ER stress rescue: -2.8%; AID2073: 12%; XIAP antagonists: -0.5%; SIAH1 antagonists: 3%; NOD2 inhibition: 0%; P. falciparum M17LAP: 14%; M1AAP inhibition: -3%; LYP inhibition: -2%; Lipid droplet cells 6.5 µM: 716

What do the screens show for `COc1ccc(C2NC3=C(CCC3)C3(C#N)C4(N=C(N)C23C#N)OCCO4)cc1` (stereo unspecified)?
ER stress rescue: 2.4%; AID2073: -4%; XIAP antagonists: -1.8%; SIAH1 antagonists: -5%; NOD2 inhibition: 6%; P. falciparum M17LAP: 1%; M1AAP inhibition: 3%; LYP inhibition: -7%

Results for C=CCCC(=O)N1CCC(n2nccc2NC(=O)c2ccccc2C)CC1 ?
Lipid droplet: -6; AID2073: 4%; SIAH1 antagonists: -5%; NOD2 inhibition: -3%; LYP inhibition: -8%; Lipid droplet cells 6.5 µM: 712

What do the screens show for `Cc1ccc(S(=O)(=O)N(CC(=O)N2CCC(C)CC2)c2cccc(C)c2)cc1`?
Lipid droplet: -15; ER stress rescue: 0.3%; AID2073: -5%; XIAP antagonists: -5.4%; SIAH1 antagonists: -1%; NOD2 inhibition: -6%; P. falciparum M17LAP: 2%; M1AAP inhibition: -11%; LYP inhibition: -4%; Lipid droplet cells 6.5 µM: 800

What do the screens show for `CCN(CC)S(=O)(=O)c1cccc(NC(=O)C2SC(=Nc3ccc(C)cc3C)C(C(=O)NC(C)COC)=C2N)c1` (stereo unspecified)?
Lipid droplet: -40; ER stress rescue: -4.4%; AID2073: 5%; XIAP antagonists: -4.8%; SIAH1 antagonists: -6%; NOD2 inhibition: -7%; P. falciparum M17LAP: 10%; M1AAP inhibition: 3%; LYP inhibition: 6%; Lipid droplet cells 6.5 µM: 804

Results for O=C(Nc1cc(N2CCOCC2)ncn1)NC1(C(F)(F)F)Oc2ccc(Cl)cc2O1 (stereo unspecified) ?
Lipid droplet: 15; ER stress rescue: -0.5%; AID2073: 39%; XIAP antagonists: -3.7%; SIAH1 antagonists: 4%; NOD2 inhibition: 7%; P. falciparum M17LAP: 32µM*; M1AAP inhibition: 6%; LYP inhibition: 0%; Lipid droplet cells 6.5 µM: 664

What do the screens show for `Cc1c(Br)c([N+](=O)[O-])nn1CC(=O)Nc1nccs1`?
Lipid droplet: -2; ER stress rescue: -0.7%; AID2073: 0%; XIAP antagonists: -1.4%; SIAH1 antagonists: 6%; NOD2 inhibition: 11%; P. falciparum M17LAP: 5%; M1AAP inhibition: 4%; LYP inhibition: -4%; Lipid droplet cells 6.5 µM: 708

Results for CC(C)(C)c1cc(C(=O)NNC(=O)Nc2cccc(Cl)c2)n(Cc2ccccc2)n1 ?
Lipid droplet: 1; AID2073: 9%; SIAH1 antagonists: 2%; NOD2 inhibition: 24%; P. falciparum M17LAP: -5%; M1AAP inhibition: -1%; LYP inhibition: 9%; Lipid droplet cells 6.5 µM: 726

How did Cc1ccc2c(COC(=O)c3ccccc3F)cc(=O)oc2c1 do in these assays?
Lipid droplet: 9; AID2073: 6%; SIAH1 antagonists: 1%; NOD2 inhibition: -80%; LYP inhibition: -14%; Lipid droplet cells 6.5 µM: 770

What do the screens show for `Cn1c(Oc2ccc(Cl)c3cccnc23)nc2c1c(=O)n(Cc1ccccc1Cl)c(=O)n2C`?
ER stress rescue: 8.5%; AID2073: 4%; XIAP antagonists: -1.4%; SIAH1 antagonists: -5%; NOD2 inhibition: 13%; P. falciparum M17LAP: 2%; M1AAP inhibition: -1%; LYP inhibition: -9%

Results for CCOc1ccc(N2CC(C(=O)N3CCCc4ccccc43)CC2=O)cc1 (stereo unspecified) ?
Lipid droplet: -4; AID2073: 2%; SIAH1 antagonists: -2%; NOD2 inhibition: -34%; LYP inhibition: -8%; Lipid droplet cells 6.5 µM: 744

A section from further up, as a working copy:
How did COc1cccc(NC(=O)CSc2ccc3nnc(-c4cccnc4)n3n2)c1 do in these assays?
Lipid droplet: -2; AID2073: 9%; SIAH1 antagonists: 0%; NOD2 inhibition: 7%; LYP inhibition: -8%; Lipid droplet cells 6.5 µM: 868

Results for Cc1cccc(C)c1NC(=O)C1CCCN1C(=O)Nc1cccc(F)c1 (stereo unspecified) ?
Lipid droplet: -1; AID2073: 15%; SIAH1 antagonists: -5%; NOD2 inhibition: 8%; LYP inhibition: -3%; Lipid droplet cells 6.5 µM: 828

Results for COC(=O)c1sc2nc(SCc3ccccc3C)n(N)c(=O)c2c1C ?
Lipid droplet: 6; ER stress rescue: -2.8%; AID2073: 12%; XIAP antagonists: -0.5%; SIAH1 antagonists: 3%; NOD2 inhibition: 0%; P. falciparum M17LAP: 14%; M1AAP inhibition: -3%; LYP inhibition: -2%; Lipid droplet cells 6.5 µM: 716

What do the screens show for `COc1ccc(C2NC3=C(CCC3)C3(C#N)C4(N=C(N)C23C#N)OCCO4)cc1` (stereo unspecified)?
ER stress rescue: 2.4%; AID2073: -4%; XIAP antagonists: -1.8%; SIAH1 antagonists: -5%; NOD2 inhibition: 6%; P. falciparum M17LAP: 1%; M1AAP inhibition: 3%; LYP inhibition: -7%

Next section.
What do the screens show for `COc1ccc(CN(C(=O)c2oc3cc(C)ccc3c2C)C2CCS(=O)(=O)C2)cc1OC` (stereo unspecified)?
Lipid droplet: 0; AID2073: 9%; SIAH1 antagonists: 14%; NOD2 inhibition: -6%; LYP inhibition: 5%; Lipid droplet cells 6.5 µM: 724

How did COC(=O)c1ccc2nc(-c3cccc(N)c3)cn2c1 do in these assays?
Lipid droplet: 16; ER stress rescue: -4.3%; AID2073: 0%; XIAP antagonists: -19%; SIAH1 antagonists: -3%; NOD2 inhibition: -16%; P. falciparum M17LAP: 7%; M1AAP inhibition: 5%; LYP inhibition: 1%; Lipid droplet cells 6.5 µM: 731

What do the screens show for `C[C@H](NC(=O)Cn1cncn1)c1ccccc1`?
ER stress rescue: -1.3%; AID2073: -6%; XIAP antagonists: -3.5%; SIAH1 antagonists: -2%; NOD2 inhibition: 8%; P. falciparum M17LAP: -6%; M1AAP inhibition: -4%; LYP inhibition: -7%

Results for Cc1ccc(OC(=O)c2cccc([N+](=O)[O-])c2)c(-n2nc3ccccc3n2)c1 ?
Lipid droplet: -2; ER stress rescue: -2.1%; AID2073: 5%; XIAP antagonists: -9.4%; SIAH1 antagonists: -3%; NOD2 inhibition: -40%; P. falciparum M17LAP: -1%; M1AAP inhibition: 3%; LYP inhibition: 0%; Lipid droplet cells 6.5 µM: 662

What do the screens show for `COc1ccc(Br)cc1C(=O)Nc1ccc(Cc2ccncc2)cc1`?
ER stress rescue: 5.1%; AID2073: 12%; XIAP antagonists: -4.2%; SIAH1 antagonists: 6%; NOD2 inhibition: -4%; P. falciparum M17LAP: 11%; M1AAP inhibition: -6%; LYP inhibition: -5%

Results for O=C(NCc1ccc2c(c1)OCO2)c1cccc2c1C(=O)N(C1CCCCC1)C2 ?
Lipid droplet: -16; AID2073: 11%; XIAP antagonists: -0.8%; SIAH1 antagonists: -2%; NOD2 inhibition: 1%; P. falciparum M17LAP: -5%; M1AAP inhibition: 3%; LYP inhibition: -2%; Lipid droplet cells 6.5 µM: 661

How did COc1ccc(C(=O)/C=C/c2ccsc2)cc1CSCC(=O)O do in these assays?
Lipid droplet: 6; AID2073: 4%; SIAH1 antagonists: 2%; NOD2 inhibition: 8%; LYP inhibition: -1%; Lipid droplet cells 6.5 µM: 829

Results for O=C(NNC(=S)Nc1ccccc1)C1CCCCC1 ?
Lipid droplet: -7; ER stress rescue: -0.3%; AID2073: -15%; XIAP antagonists: -2.1%; SIAH1 antagonists: 0%; NOD2 inhibition: -40%; P. falciparum M17LAP: 3%; M1AAP inhibition: -16%; LYP inhibition: -6%; Lipid droplet cells 6.5 µM: 722

What do the screens show for `CCOC(=O)N1[C@@H]2C=C(C)[C@@H]2[C@@H]2[C@@H](C)C(=O)N21`?
Lipid droplet: 20; ER stress rescue: -0.6%; AID2073: -3%; XIAP antagonists: -6.9%; SIAH1 antagonists: 2%; NOD2 inhibition: 6%; P. falciparum M17LAP: -5%; M1AAP inhibition: 2%; LYP inhibition: -1%; Lipid droplet cells 6.5 µM: 728

How did CCOC(=O)N1CCN(C(=O)C(NC(=O)c2ccco2)C(C)C)CC1 (stereo unspecified) do in these assays?
Lipid droplet: -16; AID2073: 1%; SIAH1 antagonists: 0%; NOD2 inhibition: 15%; LYP inhibition: -9%; Lipid droplet cells 6.5 µM: 779

What do the screens show for `CNC(=O)C(C)c1ncc(C(F)(F)F)cc1Cl` (stereo unspecified)?
Lipid droplet: -21; ER stress rescue: -1.7%; AID2073: 1%; XIAP antagonists: -15%; SIAH1 antagonists: -4%; NOD2 inhibition: 12%; P. falciparum M17LAP: -4%; M1AAP inhibition: -1%; LYP inhibition: -8%; Lipid droplet cells 6.5 µM: 443

Results for COc1ccc(NC(=O)CS(=O)c2ccccc2Cl)cc1 (stereo unspecified) ?
Lipid droplet: -8; AID2073: 4%; SIAH1 antagonists: -5%; NOD2 inhibition: 10%; LYP inhibition: -11%; Lipid droplet cells 6.5 µM: 862

Results for CCCC(O)(c1ccc(Cl)cc1)C(CN1CCOCC1)c1ccccc1 (stereo unspecified) ?
ER stress rescue: 3.9%; AID2073: -7%; XIAP antagonists: -4.7%; SIAH1 antagonists: 4%; NOD2 inhibition: -3%; P. falciparum M17LAP: -1%; M1AAP inhibition: -1%; LYP inhibition: -3%

Only part of the results is shown, so the mix of outcomes need not match the whole.
